Bioassay records deposited in PubChem BioAssay by several laboratories.
SKN-1 block: inhibitors of C. elegans SKN-1; C. elegans VP596 Pgst-4::GFP/RFP ratio, acrylamide-induced, 24 h; inhibition, % at 21.8 µM; 360,000 compounds, 0.49% hits; AID 624304;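 active = interference check ratio from 0.5 to 1.5 plus GFP to RFP signal ratio inhibition reaching or exceeding a fixed threshold, cut at about 30% in these data, passing the limit was not always enough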; note: some compounds called inactive have numbers as strong as hits
CSN inh: CSN deneddylation inhibition. Q92905. Purified CSN, SCF-Nedd8-OG deneddylation, fluorescence polarization. inhibition, % at 12.5 µM. 360,000 compounds, 0.38% hits. AID 651999;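 active = pattern-corrected inhibition above about 35%, with an unprinted fluorescence ratio check between 0.5 and 1.5, limit read from the data, passing the limit was not always enough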;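 note: 0% = enzyme with substrate and 100% = substrate without enzyme; some results filed as inactive read as strong as hits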
Target sequence (Q92905 whole entry, looked up, one chain of several): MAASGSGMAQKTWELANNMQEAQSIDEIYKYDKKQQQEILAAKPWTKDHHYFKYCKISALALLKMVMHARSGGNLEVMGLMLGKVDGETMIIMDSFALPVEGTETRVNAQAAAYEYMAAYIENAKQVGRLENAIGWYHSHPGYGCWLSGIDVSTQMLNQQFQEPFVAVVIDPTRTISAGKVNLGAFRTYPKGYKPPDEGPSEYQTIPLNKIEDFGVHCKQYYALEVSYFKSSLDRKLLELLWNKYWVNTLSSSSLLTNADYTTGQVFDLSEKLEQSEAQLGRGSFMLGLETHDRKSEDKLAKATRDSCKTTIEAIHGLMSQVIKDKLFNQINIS
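test system = HEK293T-derived human Csn5 enzyme | amount = 0.24 nM Csn5 enzyme, final concentration | medium = Tris/NaCl/DTT buffer, pH 7.5 | schedule = 90 min reaction at room temperature | signal = FP | evaluation = inhibition of Csn5 cleavage, % | compound dosing = single dose of 12.5 µM compound with 0.25% DMSO | probe or stimulus = 10 nM SCFSkp2-Nedd8OG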
Neddylation inh: inhibitors of human cullin neddylation. 360,000 compounds, 0.58% hits. calls only at 25 µM. P61081+Q13564. TR-FRET cullin neddylation, biochemical; in the data active = inhibition above about 36%
Target sequence (P61081 whole entry, looked up): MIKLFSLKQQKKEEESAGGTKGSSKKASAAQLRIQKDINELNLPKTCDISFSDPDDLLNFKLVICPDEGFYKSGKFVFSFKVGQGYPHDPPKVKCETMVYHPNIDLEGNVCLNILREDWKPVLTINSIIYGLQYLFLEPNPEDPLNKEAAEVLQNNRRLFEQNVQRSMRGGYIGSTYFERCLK
Target sequence (Q13564 whole entry, looked up): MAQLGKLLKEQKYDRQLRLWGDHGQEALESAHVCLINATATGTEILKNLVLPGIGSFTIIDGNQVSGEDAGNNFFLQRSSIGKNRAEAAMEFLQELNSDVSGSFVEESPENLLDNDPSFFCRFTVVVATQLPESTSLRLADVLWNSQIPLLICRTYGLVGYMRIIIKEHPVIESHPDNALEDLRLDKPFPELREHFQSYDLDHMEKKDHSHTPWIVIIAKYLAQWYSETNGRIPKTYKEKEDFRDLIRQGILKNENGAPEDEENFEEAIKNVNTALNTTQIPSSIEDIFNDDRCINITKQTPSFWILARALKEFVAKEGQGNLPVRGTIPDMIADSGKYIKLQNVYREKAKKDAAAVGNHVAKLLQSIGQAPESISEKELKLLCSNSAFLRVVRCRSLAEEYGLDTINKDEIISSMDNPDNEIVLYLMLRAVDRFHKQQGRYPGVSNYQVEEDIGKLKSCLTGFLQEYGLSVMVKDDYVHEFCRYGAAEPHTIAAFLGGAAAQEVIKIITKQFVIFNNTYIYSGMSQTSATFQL
MT1-MMP act inh: inhibitors of human MT1-MMP activation. GFP/RFP ratio change, % at 20 µM. P50281. AID 651647. HT1080 RFP-PRO-GFP cells, GFP/RFP ratio fluorescence, overnight; percent of plate control window, DMSO zero. 360,000 compounds, 0.061% hits;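 active = GFP/RFP ratio change of at least 30% with cell ATP level not reduced by more than half and red fluorescence within 50% of control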; note: strong numbers were not always called active
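Material – HT1080 RFP-PRO-GFP cells · Control set – DMSO wells and RFP-L50D-GFP cells · Incubation – overnight cell settling, then overnight compound exposure, 37 °C, 5% CO2 · Compound dosing – single-point 20 µM compound, 1% DMSO · Read-out – GFP/RFP fluorescence ratio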
FAS TE block: blocks the thioesterase domain of human fatty acid synthase. recombinant FAS-TE, OMFH fluorogenic substrate, fluorescence endpoint. inhibition, % at 15 µM. 360,000 compounds, 0.67% hits;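 active = compounds whose normalised, plate-corrected inhibition of enzyme fluorescence in the single-dose primary screen is 50% or more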;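 note: 0% = DMSO with enzyme and 100% = substrate without enzyme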
PABP1 MLLE inh: blocks PAM2 peptide binding to the PABP1 MLLE domain | inhibition, % at 20 µM | AID 588489 | GST-MLLE / FITC-PAM2 fluorescence polarization | 360,000 compounds, 0.36% hits; in the data active = inhibition above about 35%, passing the limit was not always enough;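 note: plate controls were DMSO wells with GST-MLLE for no effect and wells lacking GST-MLLE protein for full effect; some results filed as inactive read as strong as hits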
NadD inh: inhibitors of Staphylococcus aureus NadD | 360,000 compounds, 0.78% hits | inhibition, % at 20 µM | purified NadD enzyme, colorimetric absorbance read-out; in the data active = inhibition above about 26%; note: some compounds past the cut are filed as inactive
Rpn11 block: blocks the human proteasome subunit Rpn11. calls only at 20 µM. 360,000 compounds, 0.59% hits. human 26S proteasome, Ub4-pepOG fluorescence polarization; 20S core pre-blocked with epoxomicin. O00487;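 active = inhibition at 20 µM, scaled to each plate's controls, above about 33%, limit read from the data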
Rin1 Abl inh: human Rin1-Abl interaction inhibition. TR-FRET Rin1/Abl binding, biochemical. inhibition, % at 7.35 µM. 360,000 compounds, 0.4% hits; in the data active = inhibition above about 5%, passing the limit was not always enough
The depositor's hits bear a star; i = inactive; / = not tested or not shown. This is a random part of the collection (roughly 3.9% active in at least one column).

SMILES | SKN-1 block | CSN inh | Neddylation inh | MT1-MMP act inh | FAS TE block | PABP1 MLLE inh | NadD inh | Rpn11 block | Rin1 Abl inh
Cc1c(NC(=O)c2ccc(Cl)nc2)cccc1-c1nc2cccnc2s1 | -15 | -3 | i | -9 | 0 | 13 | -3 | i | -3
O=C(COC(=O)CCNS(=O)(=O)c1ccccc1)NNC(=O)c1ccccc1 | 11 | -2 | i | -2 | -7 | 27 | 4 | i | 0
COC(=O)[C@]12CCCCC=C1N(Cc1cccc3ccccc13)C(=O)[C@H](CC(=O)NCc1cccs1)C2 | 0 | -7 | i | -15 | 17 | / | 10 | / | /
CCOC(=O)C1=CCN(S(=O)(=O)c2ccc(C)cc2)C1c1ccc(C(C)C)cc1 (configuration not stated) | 11 | -2 | i | -5 | 24 | -1 | 1 | i | 2
COc1ccc(C(C(=O)NCc2ccccc2)n2c(-c3ccccn3)nc3ccccc32)cc1 (configuration not stated) | 12 | -3 | i | 0 | / | / | / | / | /
CC1Cc2nc(SCC(=O)NCc3ccco3)n(-c3ccccc3)c(=O)c2S1 (configuration not stated) | 11 | -3 | i | -6 | -6 | -4 | 0 | i | -1
CCOC(=O)C1(C)CCCCN1C(=O)c1ccco1 (configuration not stated) | -8 | 2 | i | 0 | -2 | -10 | -6 | i | 2
Cc1cc(/C=N/n2cnnc2)c(C)n1-c1ccc(OCc2ccc(Cl)cc2Cl)cc1 | 6 | 2 | i | -9 | -4 | 6 | 15 | i | -1
CCOC(=O)Cc1cc(=O)n2[nH]c(C(C)(C)C)cc2n1 | 1 | -2 | i | -5 | -1 | 0 | 2 | i | 0
N#CCSc1nc2ccccc2o1 | -6 | -3 | i | -2 | -6 | 1 | -5 | i | -3

Exported tab-delimited: entries from further up.
smiles	SKN-1 block	CSN inh	Neddylation inh	MT1-MMP act inh	FAS TE block	PABP1 MLLE inh	NadD inh	Rpn11 block	Rin1 Abl inh
Cc1c(NC(=O)c2ccc(Cl)nc2)cccc1-c1nc2cccnc2s1	-15	-3	i	-9	0	13	-3	i	-3
O=C(COC(=O)CCNS(=O)(=O)c1ccccc1)NNC(=O)c1ccccc1	11	-2	i	-2	-7	27	4	i	0

Returning to the listing, repeating the 2 entries before the break.
SMILES | SKN-1 block | CSN inh | Neddylation inh | MT1-MMP act inh | FAS TE block | PABP1 MLLE inh | NadD inh | Rpn11 block | Rin1 Abl inh
CCOC(=O)Cc1cc(=O)n2[nH]c(C(C)(C)C)cc2n1 | 1 | -2 | i | -5 | -1 | 0 | 2 | i | 0
N#CCSc1nc2ccccc2o1 | -6 | -3 | i | -2 | -6 | 1 | -5 | i | -3
O=C(Nc1cccc(C(=O)N2CCN(c3ccccc3)CC2)c1)c1ccco1 | -9 | -2 | i | 0 | -3 | 2 | -7 | i | 3
CCOc1ccccc1-n1nnnc1SCC(=O)N(C)C1CCS(=O)(=O)C1 (configuration not stated) | -6 | 1 | i | 1 | -9 | -4 | 5 | i | -2
CN(C)CCNc1nc(Oc2ccccc2)c2sccc2n1 | 4 | 3 | i | 0 | -6 | -25 | -9 | i | 0
COc1ccccc1C(=O)OC1CCCN(C)C1 (configuration not stated) | -8 | -2 | i | -3 | 1 | 12 | -2 | i | -1
O=C(Nc1ccc(Nc2ccccc2)cc1)c1c(F)c(F)c(F)c(F)c1F | -6 | 2 | i | 0 | 22 | 2 | -4 | i | -3
CCOc1ccccc1NC(=O)c1cc(C(=O)c2cc(OC)ccc2O)coc1=N | 7 | -4 | i | -28 | 2 | -29 | -4 | i | 0
COc1ccc(NC(=O)CC2C(=O)NCCN2C(=O)c2ccc(N(C)C)cc2)cc1 (configuration not stated) | 4 | 2 | i | 0 | -2 | 0 | -3 | i | -2
Cc1cccc(NC(=S)NCC(c2ccccc2)N(C)C)c1 (configuration not stated) | 0 | -2 | i | 2 | -2 | -20 | -2 | i | -2
CC(C)(C)n1ncc2c(=O)n(CC(=O)N3CCCCC3)cnc21 | 13 | -3 | i | -2 | -2 | -6 | -1 | i | -1
CC(=O)c1nn(-c2cccc(Br)c2)cc1C(=O)c1cccc2ccccc12 | 17 | 6 | i | -4 | 28 | 6 | -2 | i | -3

Look-ups from the entries so far:
Under MT1-MMP act inh, `Cc1cccc(NC(=S)NCC(c2ccccc2)N(C)C)c1` (configuration not stated) has the entry 2
Under Rin1 Abl inh, `CN(C)CCNc1nc(Oc2ccccc2)c2sccc2n1` has the entry 0
Under MT1-MMP act inh, `COc1ccccc1C(=O)OC1CCCN(C)C1` (configuration not stated) has the entry -3

New compounds follow
SMILES | SKN-1 block | CSN inh | Neddylation inh | MT1-MMP act inh | FAS TE block | PABP1 MLLE inh | NadD inh | Rpn11 block | Rin1 Abl inh
CC(=O)NC(=S)Nc1ccc2oc(-c3cc(F)c(F)cc3Cl)nc2c1 | 3 | -5 | i | -4 | 2 | 16 | 3 | i | -1
O=C(O)CCn1cc(/C=C/C(=O)c2ccc(Cl)cc2)c(-c2ccc(Br)cc2)n1 | 11 | 21 | i | 3 | 7 | 3 | -1 | i | -5
CCNC(=S)N(CCc1c(C)[nH]c2ccc(Cl)cc12)Cc1ccco1 | 8 | 6 | i | -8 | 32 | -85 | -7 | i | 1
Cc1ccccc1N1C(=O)CC(N2CCC(C(N)=O)CC2)C1=O (configuration not stated) | -3 | -5 | i | -3 | -7 | 3 | -6 | i | 0
O=C(c1ccc(=O)[nH]c1)N(Cc1cccs1)C1(C(=O)NC2CCCC2)CCCCC1 | -2 | -8 | i | 4 | -7 | 9 | -6 | i | -1
COCCCn1c(=S)[nH]c(C)c(C)c1=O | -10 | 2 | i | 1 | 0 | -17 | -3 | i | 1
COc1cc(C(=O)N2CCC2(C)C(=O)NC(C)C)cc(OC)c1OC (configuration not stated) | 8 | -3 | i | 4 | -5 | 12 | 0 | i | -4
COc1ccc(NC(=O)CCCSc2nc(-c3ccco3)cc(C(F)(F)F)n2)cc1OC | -3 | -1 | i | -10 | 18 | -9 | -16 | i | 0
COc1c2ccoc2cc2oc(C)cc(=O)c12 | 8 | 2 | i | -2 | -5 | -7 | -3 | i | -3
O=C1CC(/C=C/c2cccnc2)=Nc2ccccc2N1 | -7 | 1 | i | -7 | -9 | 3 | 1 | i | 1
COc1ccc(CN2CCNC(=O)C2CC(=O)N(C)Cc2ccon2)c(OC)c1 (configuration not stated) | 17 | -8 | i | 2 | -8 | -2 | -7 | i | 4
Cc1nn(C)c(C(=O)Nc2ccc(Cn3cccn3)cc2)c1[N+](=O)[O-] | -6 | -2 | i | -3 | -3 | 16 | 1 | i | 3
CC(=O)Nc1ccc(S(=O)(=O)/N=C2\SCCN2S(=O)(=O)c2ccc(NC(C)=O)cc2)cc1 | -3 | 9 | i | 2 | -9 | 12 | 58* | i | 0
CC(=O)Oc1c(C)c(C)c2c(c1C)CCC(C)(CCCC(C)CCCC(C)CCCC(C)C)O2 (configuration not stated) | -11 | 5 | i | 0 | -2 | 1 | 1 | i | 0
N=c1c2c(-c3ccccc3)c(-c3ccccc3)n(Cc3ccco3)c2ncn1CCCn1ccnc1 | 8 | -17 | i | -4 | -5 | -9 | 3 | i | 0
Cc1cc(C)c(S(=O)(=O)Nc2ccnc(-c3cccnc3)n2)c(C)c1 | 3 | -10 | i | -1 | -4 | 20 | 3 | i | 0
Cc1cc(=O)oc2cc(NC(=O)CCCC(=O)O)ccc12 | 2 | 6 | / | 3 | -6 | 6 | -1 | i | -3
Cc1ccc(N=C2NC(=O)/C(=C\c3cccs3)S2)cc1C | 30 | -3 | i | -6 | 4 | -12 | 20 | i | -3
O=C(Cn1cnc2c(OCc3ccccc3)ncnc21)NCCCn1ccnc1 | -6 | -6 | i | 6 | -6 | 13 | -3 | i | 0
CC(=O)Nc1ccc(S(=O)(=O)N2CCN(C(=O)c3cccnc3)CC2)cc1 | 7 | 1 | i | 3 | -6 | 9 | -2 | i | 0
COc1ccc(-c2nnnn2CCc2ccccc2)cc1 | -19 | -5 | i | 3 | -5 | 11 | -6 | i | -1
O=c1[nH]c2ccc(S(=O)(=O)N3CCCCC3)cc2[nH]1 | 7 | 1 | i | 2 | -5 | -7 | 4 | i | 7
COc1ccccc1NC(=O)c1ccc(-c2ccccc2[N+](=O)[O-])o1 | 6 | 0 | i | 0 | 22 | 5 | -10 | i | 2
O=C(CSc1nc2ccc(N3CCOCC3)cc2c(=O)n1CCc1ccccc1)NCC1CCCO1 (configuration not stated) | 9 | 0 | i | 4 | 12 | -68 | 7 | i | -7
Cc1ccc(-c2cc(C(=O)N3CCOCC3)c3cc(C)ccc3n2)cc1 | 21 | 0 | i | 5 | 2 | 4 | -12 | i | 0
O=C(NCc1cccnc1)c1nn2cccnc2c1Cl | 0 | -1 | i | -2 | -8 | 6 | -7 | i | -1
O=[N+]([O-])c1ccc(-c2cnc(SC(c3ccccc3)c3ccccc3)[nH]2)cc1 | 5 | 5 | i | -1 | 39 | -21 | 10 | i | 1
CC(C)c1cc(CN2CCN(Cc3ccc(F)c(F)c3)C(CCO)C2)[nH]n1 (configuration not stated) | 14 | -3 | i | 3 | -3 | 1 | -5 | i | -4
CCOc1ccccc1C1c2[nH]c3ccccc3c2C[C@H]2C(=O)N(C3CCN(Cc4ccccc4)CC3)CC(=O)N12 (some centres not stated) | 3 | -1 | i | -4 | 25 | -10 | 12 | i | -6
Nc1ncnc2c1ncn2C1OC(C(=O)NC2CC2)C(O)C1O (configuration not stated) | 0 | 1 | i | -1 | -4 | -1 | -3 | i | 0
Cn1c(CCN2CCN(c3ccc(F)cc3)CC2)nc2cc(NC(=O)c3ccco3)ccc21 | 12 | 3 | i | 0 | 1 | -9 | -7 | i | 0
O=C(NCCNC(=O)c1cc(OCC(F)(F)F)ccc1OCC(F)(F)F)Nc1cccc(C(F)(F)F)c1 | 30 | -4 | i | 3 | 30 | -15 | -8 | i | -2
O=C(NCc1ccc(F)cc1)C1CCCN1S(=O)(=O)c1cccc2nsnc12 (configuration not stated) | 12 | 1 | i | 1 | -6 | -10 | 3 | i | -1
Nc1ccc(Oc2ccc(Br)cc2)cc1 | 35 | 1 | i | -12 | 5 | 11 | -2 | i | -1
CC1CCN(C(=O)COc2coc(CN3CCc4ccccc43)cc2=O)CC1 | -3 | 0 | i | 1 | -5 | 0 | -4 | i | 3
CN1CCN(c2ccc(S(=O)(=O)N3CCCCC3)cc2NC(=O)c2ccc3ccccc3c2)CC1 | 5 | 1 | i | -12 | 36 | 0 | -1 | i | -2
CCCCN1C(=O)C(CC(=O)NC2CCCCC2)CC(C(=O)N2CCCCCC2)=C1C (configuration not stated) | 4 | -4 | i | 1 | -7 | / | -4 | / | /
Cc1cccnc1NC1OC(=O)c2ccccc21 (configuration not stated) | 10 | -5 | i | 0 | -6 | 7 | 5 | i | 0
CCC1(CC)C(=O)N(C)C(=O)NC1=Nc1ccccc1 | -13 | -1 | i | 2 | 1 | -5 | -5 | i | 4
O=C(/C(=C/c1cccc(Cl)c1)c1nc2ccccc2[nH]1)c1ccccc1 | -7 | -5 | i | -15 | 21 | 12 | 7 | i | 0
C=CCn1cccc(C(=O)Nc2ccc(OC)cc2OC)c1=O | 2 | 0 | i | 2 | -3 | -9 | 1 | i | -4
O=C(NCCc1ccccc1)c1ccc(NS(=O)(=O)c2ccc3[nH]c(=O)[nH]c3c2)cc1 | -2 | 0 | i | 4 | -2 | -4 | -8 | i | 5
COc1ccc(CCNC(=O)COC(=O)c2ccc(N3CCCC3=O)cc2)cc1 | 3 | 0 | i | 7 | -5 | -11 | 0 | i | 1
